PKA-R2B act: activators of PKA-R2B holoenzyme, primary screen, biochemical, fluorescence polarization, Cy5-IP20, human; cAMP-dependent protein kinase catalytic subunit beta (Homo sapiens) + cAMP-dependent …; PKA-R2B holoenzyme dissociation; R2B truncated from residue 108, S112A mutant; 0% DMSO only, 100% 113 µM cGMP; activation, % at 11.4 µM; 340,000 compounds, 0.079% hits; AID 504700, 2011;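 active = activation above a cutoff set at the mean over all compounds plus 3 SD, cut at about 18% in these data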;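 note: higher means more holoenzyme dissociation and a rise in polarization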
Target sequence (P31323 whole entry, looked up, other chains not shown, the tested form may be a part): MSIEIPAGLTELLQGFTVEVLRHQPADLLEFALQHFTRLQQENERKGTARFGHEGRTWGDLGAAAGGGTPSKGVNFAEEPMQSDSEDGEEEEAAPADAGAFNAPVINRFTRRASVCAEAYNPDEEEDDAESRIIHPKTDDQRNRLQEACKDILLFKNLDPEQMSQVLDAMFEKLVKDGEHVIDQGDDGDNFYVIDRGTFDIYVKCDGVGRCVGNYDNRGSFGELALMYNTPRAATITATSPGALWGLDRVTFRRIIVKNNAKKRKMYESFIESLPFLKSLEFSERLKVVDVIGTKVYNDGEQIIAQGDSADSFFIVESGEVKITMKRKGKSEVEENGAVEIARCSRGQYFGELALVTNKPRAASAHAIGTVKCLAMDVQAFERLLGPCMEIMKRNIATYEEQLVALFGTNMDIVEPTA
Rtt109 HAT inh: inhibitors of C. albicans Rtt109/Vps75 HAT, primary screen, biochemical, ThioGlo CoA-SH fluorescence, plate reader; inhibition, % at 34.9 µM; 330,000 compounds, 0.16% hits; AID 540336, 2011; purified Rtt109/Vps75, 4 h;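 active = inhibition of at least 50% in every replicate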
Target sequence (Q5AAJ8 whole entry, looked up): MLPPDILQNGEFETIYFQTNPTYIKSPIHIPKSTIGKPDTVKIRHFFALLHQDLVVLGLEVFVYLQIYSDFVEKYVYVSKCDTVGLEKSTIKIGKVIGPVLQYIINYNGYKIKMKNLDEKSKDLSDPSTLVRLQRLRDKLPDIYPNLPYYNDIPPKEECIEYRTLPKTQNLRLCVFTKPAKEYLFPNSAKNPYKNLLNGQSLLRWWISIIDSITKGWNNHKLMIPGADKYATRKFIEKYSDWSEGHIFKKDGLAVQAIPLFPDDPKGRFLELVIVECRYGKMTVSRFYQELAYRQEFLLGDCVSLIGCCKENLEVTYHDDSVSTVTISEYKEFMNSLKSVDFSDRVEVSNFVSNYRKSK
DAGLB inh: DAGLB lipase inhibitors, primary screen, biochemical, fluorescence, HTS | Diacylglycerol lipase-beta (Homo sapiens), Q8NCG7 | HEK293T DAGLB membrane lysate, EnzChek fluorogenic substrate | inhibition, % at 5.17 µM | 340,000 compounds, 0.059% hits; in the data active = inhibition above about 34%;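 note: 0% = enzyme with vehicle and 100% = wells lacking enzyme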
C-LANA FP: inhibitors of KSHV C-LANA binding to DNA, primary screen, biochemical, fluorescence polarization, FAM-LBS DNA, MBP-C-LANA, single point; AID 504423, 2011; 340,000 compounds, 0.078% hits; inhibition, % at 9 µM;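 active = highest replicate inhibition at or above 60% at 9 µM, even if other replicates fall short; inactive = all replicates below 60% inhibition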;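 note: 0% = neutral control wells and 100% = 4 µM acridine orange control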
CAL PDZ FP-1: untagged CAL PDZ binding inhibitors, primary screen, biochemical, fluorescence polarization, HTS; Golgi-associated PDZ and coiled-coil motif-containing protein (Homo sapiens), Q9HD26; purified CAL PDZ, TMR-peptide fluorescence polarization, 1 h; inhibition, % at 24.9 µM; 300,000 compounds, 0.92% hits; AID 602252, 2012;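 active = mean inhibition of at least 30% with at least half of replicates also reaching 30%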;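 note: 0% = DMSO neutral control and 100% = excess unlabeled competitor peptide PRC23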
RTF Ca sens act: cardiac RTF calcium sensitivity activators, primary screen, biochemical, IANBD-TnC fluorescence, EC20 calcium. 340,000 compounds, 0.24% hits. IANBD-labeled TnC RTF fluorescence at EC20 calcium; 0% EC20 calcium, 100% full calcium. activation, % at 7.2 µM;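 active = activation above the mean over all tested compounds plus 3 SD, cut at about 30% in these data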;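 note: rise in fluorescence read as greater calcium sensitivity of cardiac thin filaments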
Cardiac RTF inh: cardiac RTF calcium sensitivity inhibitors, primary screen, biochemical, IANBD-TnC fluorescence, EC70 calcium; Troponin I, cardiac muscle (Homo sapiens) + Troponin T, cardiac muscle (Homo sapiens) + …; IANBD-labeled cardiac RTF, Ca2+ fluorescence; inhibition, % at 7.15 µM; 340,000 compounds, 0.12% hits; AID 493244, 2011;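 active = inhibition above the mean inhibition of all tested compounds plus 3 SD, cut at about 17% in these data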;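 note: assay run at fixed EC70 calcium of 1.6 mM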
SR-BI DiI-HDL act: activators of SR-BI mediated DiI-HDL uptake, primary screen, ldlA[mSR-BI] CHO cells, DiI fluorescence | activation, % at 12.5 µM | 3 h; 100 = double the neutral-control signal | 320,000 compounds, 0.096% hits | AID 504775, 2011;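 active = mean replicate activation of at least 60% and every replicate at or above 60%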;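 note: 0% = median plate neutral-control signal and 100% = twice that signal; values of inactives mirror those of a sister screen read the other way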
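Assay system: CHO ldlA[mSR-BI] cells, LDL receptor-null, SR-BI overexpressing; medium: Ham's F12 with 0.5% BSA, HEPES 25 mM, pH 7.4; also added: DiI-HDL 10 µg/mL; timing: 3 h uptake period with compound, 37 °C; signal: DiI fluorescence, bottom read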
CAL PDZ FP-2: CAL PDZ peptide-binding inhibitors, primary screen, biochemical, fluorescence polarization, Cer-tagged CAL PDZ, HTS; AID 504414, 2011; 330,000 compounds, 0.02% hits; inhibition, % at 20 µM; purified CAL PDZ, TMR-peptide fluorescence polarization, 1 h;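 active = highest replicate inhibition of at least 40%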;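 note: plate controls were DMSO neutral control wells for no effect and unlabeled competitor peptide control wells for full effect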
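Test system: purified CerCALP PDZ construct; Compound dosing: one concentration, 20 µM compound; Also added: TMR-labelled reporter peptide T*-PRC34 bound in PDZ groove; Read-out: inhibition from polarization loss; Controls: unlabelled peptide and DMSO controls; Signal: FP readout, S and P plane fluorescence; Incubation: 1 h at RT.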
Keap1 Nrf2 FP: Keap1-Nrf2 protein-protein interaction inhibitors, primary screen, biochemical, fluorescence polarization, single point; Kelch-like ECH-associated protein 1 (Homo sapiens), Q14145; Keap1 Kelch-Nrf2 peptide fluorescence polarization, 1536-well; inhibition, % at 9.4 µM; 340,000 compounds, 0.15% hits; in the data active = inhibition above about 12%;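 note: human Keap1 Kelch domain with fluorescein labeled Nrf2 9mer peptide probe; 0% = neutral control wells and 100% = peptide positive control; higher means more block of Keap1 binding to Nrf2 peptide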
* hit, by the source's call; . = not tested or not shown; & = joins results of further samples. Hits appear at their usual frequency. Share with any hit: about 1.6%.

PKA-R2B act,Rtt109 HAT inh,DAGLB inh,C-LANA FP,CAL PDZ FP-1,smiles,RTF Ca sens act,Cardiac RTF inh,SR-BI DiI-HDL act,CAL PDZ FP-2,Keap1 Nrf2 FP
3,0,1,0.5,.,Cc1cc(-c2nnc3n2N=C(C(C)(C)C)CS3)n[nH]1,11,-7,-3,-0.7,-5
-12,1,-1,-0.5,-1,CN(C)CCCN(Cc1cc2cc3c(cc2[nH]c1=O)OCO3)C(=S)Nc1ccccc1,-1,1,-1,.,-3
-12,-6,-14,0.7,1,Cc1cc(C)cc(C(=O)NC(=S)Nc2ccc3c(c2)OCCO3)c1,-3,0,-17,-1.7,-1
-6,8,-1,2.5,-4,Cn1nnnc1SCC(=O)Nc1nc(-c2ccccc2)c(-c2ccccc2)o1,0,4,8,0.0,0
8,6,5,-0.6,1,Cc1cc2cc(CN(Cc3nnnn3C3CCCCC3)CC3CCCO3)c(=O)[nH]c2cc1C (centres undefined),3,-2,-4,-3.9,4
-9,10,-3,-0.7,-19,COc1ccc(S(=O)(=O)N2CCN(CCc3ccccc3)CC2)c(OC)c1,4,-2,-19,-4.7,2
-7,-1,-2,1.3,-3,CCOC(=O)c1ccccc1NC(=O)COC(=O)c1cc([N+](=O)[O-])ccc1N1CCOCC1,-2,1,-69,-2.9,0
-7,1,-1,0.0,-4,Cc1ccsc1/C=c1\sc2ncnn2c1=O,-3,-3,-7,-0.2,-3
8,5,1,0.2,.,CCn1c(C)nc2cc(C(=O)NNC(=S)NC(=O)c3ccc(OC)cc3)ccc21,4,-9,-17,-0.3,5
10,-7,4,-1.0,1,CC1(C)NC(=O)N(c2ccc([N+](=O)[O-])c(C(F)(F)F)c2)C1=O,4,-2,-2,0.4,-2
.,20,.,2.8,-5,O=C(O)c1ccc(NS(=O)(=O)c2ccc3c(c2)C(=O)c2ccccc2C3=O)cc1,.,.,1,-0.3,-1
-11,0,-1,-0.3,4,CCN(CC(=O)Nc1ccc2c(c1)OCCO2)C(=O)CCc1ccccc1Cl,1,-3,-1,-0.3,-5
1,10,-5,0.8,1,COC(=O)c1cc(=O)n(CCc2ccc(OC)cc2)c(=Nc2ccc(F)c(Cl)c2)s1,0,-4,-62,0.0,-2
14,6,1,0.1,.,Cc1cc(C)cc(C(=O)OCC(=O)N2CCCC2)c1,-1,-7,.,-0.9,-3
5,-5,2,0.7,0,Cc1cc(C)c(C(N)=O)c(SCC(=O)c2cc(C)n(-c3cc(C)on3)c2C)n1,1,-6,11,0.0,1
-5,4,-1,-0.6,-1,CN(C)Cc1cccc(-c2ccccc2)c1O,-4,-13,21,-0.9,-6
-8,14,1,-0.2,11,CCOC(=O)c1c(NC(=O)NC(C)(C)C)sc2c1CCN(C)C2,6,-12,0,-0.7,-7
2,0,-5,25,-1,CC(Nc1cccc2ccccc12)C(=O)N/N=C/c1ccccn1 (centres undefined),10,-20,4,-2.0,5
1,-397,-1,44,.,N#CC1(C#N)C(c2ccccc2)OC23CCCCC2C1(C#N)C(=N)O3 (centres undefined),30*,-24,14,0.2,21*
1,2,2,3.3,2,O=C(CSc1nncs1)Nc1ccc(Cl)cc1C(F)(F)F,-5,-11,-20,-0.9,-3
-5&-6,-2&18,-1&8,0.6,-1&2,N#C/C(=C(/O)c1ccco1)c1nc2ccccc2s1,5&-1,2&-4,2&16,0.7&-1.1,-1&0
2,-10,4,-5.8,-7,Cc1cccc(-c2nc(CS(=O)CC(=O)N3CCN(C)CC3)c(C)o2)c1 (centres undefined),-2,-3,5,-0.1,4
-13,-30,-1,-0.2,-4,O=[N+]([O-])c1ccc(OCn2cncn2)cc1,-4,-20,-5,-0.1,-8
1,8,2,-0.6,0,COCCNC(=O)c1ccc(Cl)c(Cl)c1,0,2,4,-0.6,0
2,.,0,0.4,1,CC(C)C(NC(=O)c1ccc2c(c1)OCO2)C(=O)N/N=C\c1ccco1 (centres undefined),-2,-3,-10,-1.6,1

Next part.
PKA-R2B act,Rtt109 HAT inh,DAGLB inh,C-LANA FP,CAL PDZ FP-1,smiles,RTF Ca sens act,Cardiac RTF inh,SR-BI DiI-HDL act,CAL PDZ FP-2,Keap1 Nrf2 FP
-13,23,-9,1.7,1,CCn1c(NCc2cccs2)nc2ccccc21,-5,-2,.,-1.4,0
9,9,-2,-7.4,-8,Oc1ccc(C[C@H]2CNC(=S)N2CC2CCCN2C[C@H](Cc2ccccc2)N2C[C@H](Cc3ccc(O)cc3)N(CC3CCCCCC3)C2=S)cc1 (some centres undefined),-2,0,86*,-0.9,-6
9,-5,0,-2.0,4,CCOC(=O)c1c(S(=O)(=O)NCC(=O)Nc2cccc(C)c2)c(C)n(C)c1C,3,4,29,-1.4,-1
0,-1,1,1.8,2,C/C(CC(=O)NC1CCCC1)=N\NC(=O)c1ccc([N+](=O)[O-])c(Cl)c1,-2,3,-5,0.4,2
-2,-6,1,0.0,3,Cc1c(Cl)cccc1N1CC(C)(C)C1=O,-3,-1,-4,0.0,2
-2,1,0,-2.4,8,Cn1c(=O)c2c(nc(OCc3ccc4c(c3)OCO4)n2Cc2ccccc2Cl)n(C)c1=O,-3,-10,-3,0.6,-4
10,1,-7,0.8,-4,CCc1cc(C(=O)N(C)CC(=O)Nc2c(Cl)cccc2Cl)sc1C,-4,-11,-9,-0.6,-1
-2,-7,-10,-0.9,-1,COc1ccc(CNC(=O)CSCc2c(F)cccc2Cl)cc1,2,3,.,-2.7,-2
-8,-17,-3,-0.6,0,CCN(CC)CCNC(=O)C1(O)c2cc(Br)ccc2NC(=O)N1c1c(F)cccc1F (centres undefined),4,-13,7,-0.1,-2
-6,-7,3,-1.5,0,COC(=O)c1ccc(Oc2nc(Nc3ccc(F)cc3)nc(N3CCCC3)n2)cc1,0,-6,14,-1.1,4
-5,-12,1,-0.3,-4,O=C(NN=C1CCC(=NNC(=O)c2ccccn2)CC1)c1ccccn1,3,2,10,-0.9,2
-1,-4,-1,-4.9,16,CCOC(=O)C1(Cc2cccc(F)c2)CCN(Cc2ccc(COC)o2)CC1,4,-6,11,-0.7,-2
-4,-3,-3,-1.5,2,O=C(O)c1ccccc1P(=O)(c1ccccc1)c1ccccc1,-5,-7,-3,0.1,-2
7,0,0,0.5,-3,Cc1cc(Br)ccc1NC(=O)C1CSC2(C)CCC(=O)N12 (centres undefined),-1,-6,-4,-0.7,-5
1,-3,-1,-2.2,-1,CC(=O)c1ccc(NC(=O)COC(=O)Cn2cnc3ccccc32)cc1,-2,-8,19,-0.3,-2
-2,-5,-2,0.4,.,COc1ccccc1NC(=O)CN1C(=O)C2(OCCCO2)c2ccccc21,6,2,-13,-3.5,-2
-2,4,-3,-3.8,-2,CC(=O)c1ccc(NC(=O)C[n+]2ccc(N(C)C)cc2)cc1,-1,-10,15,0.1,1
-3,-9,-4,-1.1,-3,CCS(=O)(=O)N1CCN(c2cccc(C)c2C)CC1,-3,0,4,0.0,0
-1,-3,3,0.5,-6,O=C(CCc1nnc2ccc(NCc3ccccc3)nn12)NC1CCCCC1,-7,-4,-7,-2.1,3
-14,-11,0,0.0,0,C=CCn1c(SCC(=O)Nc2ccc(F)cc2)nnc1-c1cnccn1,-7,5,13,-0.4,-5
1,6,1,1.3,-1,O=C(NCC1CCCO1)c1cc(C(=O)C2CCCCC2)c[nH]1 (centres undefined),-3,0,11,-1.1,6
2,-8,1,-0.2,-1,CC(=O)NCCC(=O)Nc1ccc(C)c(F)c1,14,7,-7,.,-5
-3,9,-1,2.7,-4,COC(=O)COc1ccc(S(=O)(=O)NCc2ccccn2)cc1,-6,3,-3,.,3
7,1,-1,1.9,-2,COc1cccc(C(c2sc3nc(C)nn3c2O)N2CCC3(CC2)OCCO3)c1 (centres undefined),4,-11,8,-0.6,-5
9,-12,0,0.9,-2,O=C(COC(=O)c1cc(S(=O)(=O)N2CCOCC2)ccc1O)Nc1ccc2c(c1)OCO2,-6,-11,8,-0.5,1

Other records follow.
PKA-R2B act,Rtt109 HAT inh,DAGLB inh,C-LANA FP,CAL PDZ FP-1,smiles,RTF Ca sens act,Cardiac RTF inh,SR-BI DiI-HDL act,CAL PDZ FP-2,Keap1 Nrf2 FP
-8,-2,-4,0.5,.,CC1=C(C)CC(C(=O)NNC(=O)c2ccccc2)C(C(=O)O)C1 (centres undefined),-3,3,12,1.4,0
-8,3,6,0.4,-5,COc1ccc(NC2=C(NCCO)C(=O)c3ccccc3C2=O)cc1,5,2,-8,-2.7,-4
1,-24,7,-0.7,-6,COc1ccc(-n2c(C)cc(/C=C3\C(=N)N4N=C(CC(=O)N5CCOCC5)SC4=NC3=O)c2C)cc1,-1,-9,-11,-3.7,-12
-8,9,-2,-1.2,-1,Cc1cccc(NC(=O)CSCC(=O)Nc2ccc(S(=O)(=O)N3CCCCC3)cc2)c1,-8,-2,15,-2.6,0
-2,-5,-1,-1.9,89*,CN(C)Cc1cc(C(C)(C)C)cc(N2CCOCC2)c1O,-1,-7,16,0.2,-3
-7,-5,-1,1.1,-2,CCCn1c(SCC(=O)Nc2cccc(C)n2)nnc1-c1ccco1,2,-1,-17,-0.8,-2
0,-4,1,1.0,-1,O=C(CNC(=O)C1CCCCC1)OCC(=O)c1ccc(Cl)s1,2,-5,22,-2.6,-2
-4,8,-4,-0.2,6,CCOC(=O)N1CCN(C(=O)COc2ccc([N+](=O)[O-])cc2)CC1,3,-7,3,0.4,2
-7,-13,0,-1.8,-3,CCn1cc(CN2CCC(n3nccc3NC(=O)c3ccc4c(c3)OCO4)CC2)c(C)n1,0,2,19,-1.8,0

Compound activity: PubChem, several laboratories
